Giardia killer = Small Molecules that selectively kill Giardia lamblia: qHTS; Giardia lamblia trophozoite viability; activity change, % at 7.66 µM, hits read low; 340,000 tested, 0.15% active; in the data active means activity change below about -80%; inconclusive means between about -30% and that limit;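 further: parasites exposed to compound for two days anaerobically before the ATP read; on the % scale 0 is the no-effect control and ±100 the full control effect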
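Media and compound were dispensed first, then trophozoites at 100 cells/well; plates sat 48 hrs at 37 deg C without oxygen before ATP luminescence reagent was added and read after 15-30 min at room temperature.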
B2AR arrestin = qHTS assay of beta-arrestin-biased ligands of beta2-adrenergic receptor; beta-arrestin recruitment to beta2AR, cell-based reporter; Potency, µM (highest dose often 46.1 µM), without a hit: top-dose activation, actives largely listed as activators; 330,000 tested, 0.02% active; AID 492947, 2010;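 further: potency means the concentration at half of the fitted maximal effect; 0% = DMSO controls and full agonism = EC100 isoproterenol or metaproterenol; nearly all actives have a fitted effect of over 65% in size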
PTAP TSG101 blk = qHTS Assay for Iinhibitors of HIV-1 Budding by Blocking the Interaction of PTAP/TSG101. Tumor susceptibility gene 101 protein (Homo sapiens), Q99816. Fluorescence polarization, FITC-PTAP peptide / Tsg101 binding. Potency, µM (top dose mostly 115 µM), for inactives: top-dose activity change, negative = inhibition, actives largely listed as inhibitors. 340,000 tested, under 10 active. AID 493005, 2010; active means well fitted inhibition curve with a large enough effect in the main read-out, with a control signal flat, not every such curve was filed as active; inconclusive means small, poorly fitted or top-dose-only effect, or effect the other way, or a change in a side signal; inactive means no such curve, though single readings can be large or run the other way; further: potency means the concentration at half of the fitted maximal effect; % of control where 0% means no effect
Target sequence (Q99816 whole entry, looked up): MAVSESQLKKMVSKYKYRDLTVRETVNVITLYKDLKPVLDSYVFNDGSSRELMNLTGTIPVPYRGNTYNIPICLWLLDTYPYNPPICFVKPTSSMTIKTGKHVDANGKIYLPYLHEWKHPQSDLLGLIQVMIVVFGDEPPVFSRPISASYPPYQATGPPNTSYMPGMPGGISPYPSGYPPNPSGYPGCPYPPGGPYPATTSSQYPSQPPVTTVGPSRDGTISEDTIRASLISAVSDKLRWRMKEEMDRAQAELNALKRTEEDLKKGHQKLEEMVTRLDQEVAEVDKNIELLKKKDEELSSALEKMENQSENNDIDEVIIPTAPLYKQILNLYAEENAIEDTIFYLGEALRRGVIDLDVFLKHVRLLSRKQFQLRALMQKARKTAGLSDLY
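Compounds were pin-transferred onto Tsg101 binding domain (10 uM final) in HEPES pH 7.5 buffer, then FITC-PTAP peptide was added at 50 nM final. After 20 min at RT, polarization reported peptide displacement across a qHTS concentration series.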
Chronic BCR inh = qHTS Assay to Find Inhibitors of Chronic Active B-Cell Receptor Signaling | Potency, µM (highest dose often 46.1 µM), inactives show top-dose ratio change, negative = lower green/red ratio, actives largely listed as inhibitors | AID 493014, 2011 | ABC-DLBCL IkBa-CBG/CBR reporter, luminescence ratio, 4 h | 340,000 tested, 0.05% active; active means well fitted inhibition curve with a large enough effect in the signal ratio, with a control signal flat, not every such curve was filed as active; inconclusive means small, poorly fitted or top-dose-only effect, or effect the other way, or a change in a side signal; the % refers to the signal ratio;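 further: potency means the concentration at half of the fitted maximal effect; plate controls were basal doxycycline-induced cells for no effect and cells given 10 µM MG132 for full effect; MG132 reads +100%, hits lower the ratio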
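TMD8 ABC-DLBCL cells carrying doxycycline-inducible green luciferase fused to IkappaBalpha plus unfused red luciferase were exposed to compounds (up to 46 uM) for 4 hrs at 37C. Activity came from the overlap-corrected green/red luminescence ratio.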
a7 integrin act = qHTS for Activators of Integrin-Mediated Alleviation for Muscular Dystrophy. alpha7betagal myoblasts, beta-gal FDG fluorescence, 48 h. Potency, µM (doses to about 38.3 µM), for the others: at the top dose activation, actives largely listed as activators. 350,000 tested, 0.064% active;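 further: potency means the concentration at half of the fitted maximal effect; 100% = response of the positive control SU9516; nearly all actives have a fitted effect of over 60% in size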
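alpha7betagal+/- myoblasts (passage 13, 250/well) treated 48 h at 37C with compounds at 1:260 dilution of DMSO stock. Lysed, then beta-galactosidase activity read as FDG fluorescence (ex 480/em 540) after 30 min, with pre-read for autofluorescence.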
PKM2 activator = qHTS Assay for Activators of Human Muscle isoform 2 Pyruvate Kinase; Pyruvate kinase PKM (Homo sapiens), P14618; purified PKM2, Kinase-Glo ATP luminescence, activation; response scale: 0% is enzyme alone, no compound; Potency, µM (highest dose often 57.5 µM), for inactives: at the highest dose activation, usual class: activators; 260,000 tested, 0.34% active; AID 1631, 2009; further: potency means the concentration at half of the fitted maximal effect; on the % scale 0 is the no-effect control and ±100 the full control effect; nearly all actives have a fitted effect of over 55% in size
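hPK-M2, >95% pure; 0.1 mM ADP / 0.5 mM PEP final; imidazole pH7.2 buffer w/ 7 mM MgCl2, 50 mM KCl; 1 h RT; Kinase-Glo lum. Intermediate enzyme activity for dual inhibitor/activator qHTS.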
GALK inhibitor = qHTS Assay for Inhibitors of Human Galactokinase (GALK) | 270,000 tested, 0.007% active | AID 1868, 2009 | Potency, µM (top dose mostly 57.5 µM), for the others: at the highest dose activity change, negative = inhibition, actives largely listed as inhibitors | P51570 | Purified GALK, Kinase-Glo residual ATP luminescence; further: potency means the concentration at half of the fitted maximal effect; on the % scale 0 is the no-effect control and ±100 the full control effect
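GALK at 5 nM final was combined with compound, 35 uM ATP and 100 uM galactose in HEPES pH8.0 with MgCl2 and DTT. The reaction ran one hour at room temperature before luminescent ATP detection.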
Menin MLL FP TR = qHTS Assay for Inhibitors Targeting the Menin-MLL Interaction in MLL Related Leukemias: Competition With Texas Red Labeled MLL-derived Mutant Peptide. Potency, µM (doses to about 61.6 µM), for the others: at the highest dose FP activity change, negative = inhibition, actives largely listed as inhibitors. O00255. Menin + Texas Red MLL mutant peptide, fluorescence polarization. AID 1768, 2009. 270,000 tested, 0.23% active; active means well fitted inhibition curve with a large enough effect in the polarisation, with a control signal flat, not every such curve was filed as active; inconclusive means small, poorly fitted or top-dose-only effect, or effect the other way, or a change in a side signal; inactive means no such curve, though single readings can be large or run the other way; the % refers to the polarisation; further: potency means the concentration at half of the fitted maximal effect; % of control where 0% means no effect; many of its hits are not listed in these tables
Target sequence (O00255 whole entry, looked up): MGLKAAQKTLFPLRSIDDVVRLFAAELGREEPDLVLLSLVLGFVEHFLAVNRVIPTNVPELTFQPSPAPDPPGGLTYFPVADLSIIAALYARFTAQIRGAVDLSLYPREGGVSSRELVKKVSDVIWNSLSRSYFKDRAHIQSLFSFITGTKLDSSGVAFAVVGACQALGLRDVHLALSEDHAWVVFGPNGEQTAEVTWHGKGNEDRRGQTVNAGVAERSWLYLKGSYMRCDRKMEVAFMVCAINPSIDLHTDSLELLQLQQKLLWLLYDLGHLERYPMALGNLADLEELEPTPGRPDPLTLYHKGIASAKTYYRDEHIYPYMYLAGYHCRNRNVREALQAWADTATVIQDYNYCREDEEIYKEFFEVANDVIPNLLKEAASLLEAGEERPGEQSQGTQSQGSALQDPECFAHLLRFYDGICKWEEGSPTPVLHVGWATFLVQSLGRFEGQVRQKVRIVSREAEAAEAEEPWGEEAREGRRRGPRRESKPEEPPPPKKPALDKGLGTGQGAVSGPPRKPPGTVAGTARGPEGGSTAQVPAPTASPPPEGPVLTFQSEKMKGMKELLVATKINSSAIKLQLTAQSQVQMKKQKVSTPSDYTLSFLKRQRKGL
FBPA coupling cs = qHTS Assay for Inhibitors of Fructose-1,6-bisphosphate Aldolase from Giardia Lamblia: Coupling assay counterscreen | coupling enzyme system counterscreen, AmpLite Red fluorescence | activity change, negative = inhibition, % at 58.2 µM, hits read low | 290,000 tested, 0.67% active; in the data active means activity change below about -30%; further: on the % scale 0 is the no-effect control and ±100 the full control effect
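Fluorescence at 525 nm excitation and 598 nm emission measured inhibition of the coupled detection system without aldolase. Compounds (at 57.5 uM final) were preincubated 10 min at room temperature with coupling enzyme reagent before a 20 min substrate/AmpLite Red step.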
Tb PFK inh = qHTS Assay to Find Inhibitors of T. brucei phosphofructokinase; Potency, µM (top dose mostly 57.5 µM), for inactives: at the top dose activity, negative = inhibition, hits mostly inhibitors; AID 485367, 2010; T. brucei PFK, ADP-Glo luminescence; 330,000 tested, 0.17% active; ATP-dependent 6-phosphofructokinase (Trypanosoma brucei brucei), O15648;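 further: potency means the concentration at half of the fitted maximal effect; 0% = uninhibited 1x PFK enzyme wells and -100% = no-enzyme wells; nearly all actives have a fitted effect of over 60% in size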
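1.25 nM PFK with 0.5 mM F6P and 0.1 mM ATP in 0.1 M TEA pH 8.0, 5 mM MgCl2, incubated 45 min at room temperature; ADP measured by ADP-Glo luminescence; compounds titrated up to 57 uM.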
ASM inhibitor = Inhibitors of Secretory Acid Sphingomyelinase (S-ASM): qHTS; Sphingomyelin phosphodiesterase (Homo sapiens), P17405; placental ASM, HMU-PC fluorogenic substrate, 60 min; Potency, µM (top dose mostly 57.5 µM), inactives show at the highest dose activity change, negative = inhibition, actives largely listed as inhibitors; 340,000 tested, 0.006% active; further: potency means the concentration at half of the fitted maximal effect
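qHTS format. ASM enzyme prepared from human placenta hydrolyses the fluorogenic substrate HMU-PC0 (9 uM final) over 60 min at 37 °C after a 10 min compound preincubation.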
* hit, by the source's call; ? = inconclusive; . = not tested or not shown. Unless noted, the call rests on the fitted dose curve; in most records, active means well fitted curve in the direction sought with a large enough effect; inconclusive means small, poorly fitted or top-dose-only effect, or another doubt; inactive means no such curve, though single readings can be large; an effect the other way counts as inactive or inconclusive.

SMILES	Giardia killer	B2AR arrestin	PTAP TSG101 blk	Chronic BCR inh	a7 integrin act	PKM2 activator	GALK inhibitor	Menin MLL FP TR	FBPA coupling cs	Tb PFK inh	ASM inhibitor
Cc1ccc(-c2nc3cc(C)ccc3o2)cc1	-24	-0.1%	1%	?	-16%	-14%	-1%	5%	0	1%	5%
COC(=O)c1oc2ccccc2c1NC(=O)/C=C/C(=O)O	19	-0.3%	-1%	5%	10%	-3%	?	5%	6	7%	-1%
CCn1c(SCC(N)=O)nc2cc(S(=O)(=O)N3CCOCC3)ccc21	-2	0.1%	1%	1%	9%	8%	13%	1%	-2	-3%	5%
CN(CCOc1ccccc1)C(=O)CCc1nc2sc3c(c2c(=O)[nH]1)CCCC3	19	0.2%	5%	15%	-13%	.	-3%	.	.	-18%	-4%
Cc1ccc(-n2nnnc2-c2cnn(-c3cccc(F)c3)c2C(F)(F)F)cc1	-9	-0.5%	-1%	0%	-37%	4%	-3%	-8%	6	-9%	-2%
N#C/C(=C/c1ccc(O)c(O)c1)c1nc2ccccc2[nH]1	2	-1.0%	-4%	?	-31%	.	-5%	?	-5	19%	-8%
Cc1ccc(CNC(=O)CCn2cc(-c3ccc(C)cc3)nc2-c2ccncc2)cc1	4	0.4%	1%	-21%	5%	0%	.	-10%	2	-5%	5%
COc1cccc(NC(=S)Nc2ccc(F)cc2)c1	3	-0.2%	0%	?	-19%	5%	0%	29%	1	0%	-2%
COCCN1CN(S(=O)(=O)c2ccccc2)c2nc3ccccc3nc21	10	-0.1%	-7%	?	-9%	-5%	-1%	-14%	0	-8%	24%
CC(C)CSc1ncnc2c1oc1nc3c(cc12)COC(C)(C)C3	7	0.1%	1%	?	17%	-1%	-3%	.	4	-5%	-2%
CCCc1cc(=O)oc2cc(OCC(=O)NCCCN3CCOCC3)c(Cl)cc12	-25	0.2%	-3%	?	-21%	.	1%	.	.	-1%	15%
CC(=O)c1c(C)[nH]c(C(=O)OCc2ccc(Br)cc2)c1C	-9	0.2%	1%	?	-22%	7%	-2%	6%	0	-11%	-16%
CC(=O)N1c2ccc(S(=O)(=O)NCC3CCC(C(=O)Nc4ncccc4C)CC3)cc2CC1C (stereo unspecified)	20	-0.1%	-1%	4%	-14%	.	-6%	.	.	1%	2%
Cc1ccc(-c2nc3ccccc3o2)cc1NC(=O)Cc1cccs1	-1	-0.7%	-2%	5%	-7%	2%	0%	?	-1	13%	-1%
CCC(=O)Nc1ccc2c(c1)nc(CCNC(=O)c1ccco1)n2C	-28	-1.0%	0%	-1%	3%	-3%	6%	-17%	1	4%	3%
Cc1cccc(N(C)S(=O)(=O)c2cccc3nsnc23)c1	-6	0.4%	-3%	16%	-12%	-2%	-1%	2%	-2	-2%	-1%
Cc1cc(C)n(-c2ccc(F)cc2CN2CCN(Cc3ccccc3)C(CCO)C2)n1 (stereo unspecified)	3	0.0%	-1%	-5%	27%	0%	2%	-29%	-2	-6%	6%
Cc1nn(CCc2n[nH]c(=S)n2-c2cccc(Cl)c2)c(C)c1[N+](=O)[O-]	14	0.4%	-12%	?	-3%	-9%	-3%	1%	1	-12%	1%
COC(=O)c1cc(S(=O)(=O)NCC2CCN(CCc3cccs3)CC2)cn1C	13	-0.4%	0%	-2%	?	.	5%	.	.	-6%	8%
CN(Cc1ccccc1)C(=O)COC(=O)COc1ccc(C#N)cc1	9	0.3%	-5%	2%	-2%	0%	-4%	.	.	2%	6%
Cc1ccc2c(c1)C1CN(C)CCC1N2C(=O)c1ccc(Cl)c(S(=O)(=O)N2CCOCC2)c1 (stereo unspecified)	-6	0.4%	-1%	-13%	-21%	1%	8%	?	1	-5%	0%
Cc1cc2c(c(=O)n1CCCn1ccnc1)C(c1ccco1)C(C#N)=C(N)O2 (stereo unspecified)	9	2.2%	-8%	1%	6%	1%	3%	-2%	1	-1%	9%
COCCn1c(C)cc(C(=O)COC(=O)CCS(=O)(=O)c2ccc(C)cc2)c1C	4	0.0%	-8%	-8%	-11%	.	.	.	.	1%	2%
CCCCCN(C(=O)NC(=O)NC(C)CC)S(C)(=O)=O (stereo unspecified)	-4	-0.3%	-7%	-1%	16%	-2%	0%	4%	1	0%	6%
Cc1cccnc1NC(=O)CCc1nnc2ccc(N3CCC4(CC3)OCCO4)nn12	7	-0.4%	2%	1%	-6%	.	-1%	3%	0	2%	0%
CCCSc1nc(N2CCOCC2)c2c(c1C#N)CCCC2	5	-2.2%	-3%	-1%	-17%	-1%	0%	-1%	1	3%	-8%
CCOc1cc(/C=C2\SC(=S)N(NC(=O)c3cccnc3)C2=O)ccc1O	3	-0.2%	16%	11%	-9%	-11%	4%	?	4	-11%	-21%
Cc1ccc(NC(=O)C(C)N2C(=O)C3C4CC(C(Br)C4Br)C3C2=O)cc1 (stereo unspecified)	-11	0.2%	-8%	?	7%	-1%	-1%	?	-2	0%	-10%
CCC(=O)c1ccc(N2CCN(C(=O)COc3ccccc3F)CC2)c(F)c1	13	-0.1%	0%	-6%	-25%	-8%	5%	0%	0	-5%	-2%
CC(=O)C1C(c2cccc([N+](=O)[O-])c2)C2C(C)=NN=C2CC1(C)O (stereo unspecified)	0	-0.5%	-1%	0%	4%	0%	0%	11%	0	-1%	10%
CS(=O)(=O)N1CCN(c2ccccc2NC(=O)c2cc3ccccc3o2)CC1	-8	-0.5%	-1%	?	-26%	.	6%	15%	0	-8%	-3%
CC(N=C1NS(=O)(=O)c2ccccc21)C(=O)NCc1ccncc1 (stereo unspecified)	-5	-0.3%	-9%	3%	2%	.	.	.	.	16%	1%
CC(NC(=O)COC(=O)/C=C/c1cccc(F)c1)c1ccccc1 (stereo unspecified)	-2	-0.3%	-5%	-1%	-2%	.	.	.	.	10%	1%
O=C1Nc2ccccc2C(O)(C(=O)NCc2ccco2)N1c1ccccc1 (stereo unspecified)	2	-0.3%	1%	-10%	20%	10%	1%	22%	0	3%	6%
Cc1csc(NC(=O)CSc2nc(C)cs2)n1	-9	-0.2%	1%	5%	3%	-5%	-2%	-13%	-2	-15%	0%
O=C(Cc1coc(-c2ccc(F)cc2)n1)N1CCOCC1	14	0.1%	-1%	-3%	16%	4%	-2%	-4%	-1	-25%	4%

Four entries drawn at random from those above:
SMILES	Giardia killer	B2AR arrestin	PTAP TSG101 blk	Chronic BCR inh	a7 integrin act	PKM2 activator	GALK inhibitor	Menin MLL FP TR	FBPA coupling cs	Tb PFK inh	ASM inhibitor
CC(N=C1NS(=O)(=O)c2ccccc21)C(=O)NCc1ccncc1 (stereo unspecified)	-5	-0.3%	-9%	3%	2%	.	.	.	.	16%	1%
CCC(=O)c1ccc(N2CCN(C(=O)COc3ccccc3F)CC2)c(F)c1	13	-0.1%	0%	-6%	-25%	-8%	5%	0%	0	-5%	-2%
Cc1ccc(NC(=O)C(C)N2C(=O)C3C4CC(C(Br)C4Br)C3C2=O)cc1 (stereo unspecified)	-11	0.2%	-8%	?	7%	-1%	-1%	?	-2	0%	-10%
Cc1ccc2c(c1)C1CN(C)CCC1N2C(=O)c1ccc(Cl)c(S(=O)(=O)N2CCOCC2)c1 (stereo unspecified)	-6	0.4%	-1%	-13%	-21%	1%	8%	?	1	-5%	0%

Compound activity deposited in PubChem BioAssay by National Center for Advancing Translational Sciences (NCATS).

This is a subset; count on the stated rates, not on these rows.
